HT1080-NT tox: kills 2HG-producing HT-1080-NT fibrosarcoma cells. HT-1080-NT fibrosarcoma viability, CellTiter-Glo ATP luminescence, 48 h. 360,000 tested, 1.6% active. Potency, µM (series often up to 46.1 µM), for inactives: at the top dose activity, negative = less viability, most hits filed as cytotoxic;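 further: NT is the 2HG producing partner of a matched IDH1 knockdown line; potency means the concentration at half of the fitted maximal effect; 0% = DMSO-treated cells and -100% = media-only wells without cells; nearly all actives have a fitted effect of over 55% in size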
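Compounds were tested in concentration-response format on HT-1080-NT cells for 48 hours at 37 degrees C. Cell viability came from CellTiter-Glo luminescence; curves were classified by r2, response magnitude and activity.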
KB-V1 cytotox: KB-V1 MDR subline cytotoxicity; KB-V1 MDR cells viability, CellTiter-Glo, 72 h; Potency, µM (series often up to 46.1 µM), for inactives: top-dose activity change, negative = cytotoxicity, actives largely listed as cytotoxic; 400,000 tested, 3.4% active; AID 1347076; further: potency means the concentration at half of the fitted maximal effect; on the % scale 0 is the no-effect control and ±100 the full control effect; nearly all actives have a fitted effect of over 60% in size
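KB-V1 cells (P-gp-expressing MDR subline of KB-3-1) in phenol-red-free DMEM with 10% FBS were exposed to library compounds over a concentration series for 72 h at 37 degrees C. Viability read by CellTiter-Glo luminescence; concentration-effect curves fitted after normalization.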
SW480 rerep: inducers of DNA re-replication in SW480 colon cancer cells; SW480 DNA re-replication, Hoechst DNA content imaging, 48 h; Potency, µM (series often up to 46.1 µM), for inactives: top-dose re-replication activation, usual class: activators; 340,000 tested, 1.8% active; further: potency means the concentration at half of the fitted maximal effect; % of control where 0% means no effect; nearly all actives have a fitted effect of over 55% in size
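Image-based DNA-content assay: after two days of treatment, nuclei were labelled with the DNA dye Hoechst and imaged, and hits were compounds raising the count of nuclei showing high fluorescence intensity.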
HT1080 IDH1KD tx: kills HT-1080 cells with IDH1 knockdown; HT-1080 IDH1 knockdown viability, ATP luminescence, 48 h; Potency, µM (titrated, usually from 46.1 µM), without a hit: at the top dose activity, negative = toxicity, most hits filed as cytotoxic; 360,000 tested, 2% active;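 further: potency means the concentration at half of the fitted maximal effect; 0% = DMSO wells and -100% = cell-free medium wells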
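HT-1080-IDH1KD cells (IDH1 knocked down), 750/well in RPMI with 5% FBS, treated with compound 48 h at 37 degrees C. Viability by CellTiter-Glo luminescence, normalised to DMSO and no-cell wells; concentration-response curves classed.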
MCF10A rereplic: induces DNA re-replication in MCF 10a normal breast cells. Potency, µM (titrated, usually from 46.1 µM), inactives show top-dose activity, positive = re-replication, most hits filed as activators. MCF 10A DNA re-replication, Hoechst nuclear intensity, 48 h. 350,000 tested, 2.9% active; further: potency means the concentration at half of the fitted maximal effect; % of control where 0% means no effect; nearly all actives have a fitted effect of over 50% in size
ATXN2 expr inh: reduces ATXN2 reporter expression in HEK-293 cells; 360,000 tested, 0.72% active; HEK-293 ATXN2-luciferase reporter, luminescence, 24 h; AID 1745845; Potency, µM (series often up to 57 µM), for inactives: top-dose activity change, negative = inhibition, usual class: inhibitors; further: potency means the concentration at half of the fitted maximal effect; on the % scale 0 is the no-effect control and ±100 the full control effect; nearly all actives have a fitted effect of over 55% in size
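ATXN2-luciferase reporter cells (luciferase flanked by upstream and downstream ATXN2 gene portions) were treated 24 h at 37 °C with compounds at up to 57 uM. SteadyGlo luminescence gave expression; GF-AFC fluorescence gave viability.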
KB-3-1 cytotox: kills parental KB-3-1 adenocarcinoma cells; KB-3-1 viability, CellTiter-Glo ATP luminescence, 72 h; Potency, µM (top dose mostly 46.1 µM), for the others: at the highest dose activity change, negative = cytotoxic, most hits filed as cytotoxic; 400,000 tested, 1.4% active; further: potency means the concentration at half of the fitted maximal effect; on the % scale 0 is the no-effect control and ±100 the full control effect; nearly all actives have a fitted effect of over 60% in size
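Screening of KB-3-1 cells (DMEM, 10% FBS, phenol-red free) ran from lowest to highest compound concentration; after 72 h at 37 °C viability was read luminescently and curves fitted.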
WRN helicase inh: inhibitors of human WRN helicase. Potency, µM (titrated, usually from 114 µM), for the others: at the highest dose activity change, negative = inhibition, most hits filed as inhibitors. 360,000 tested, 0.46% active. WRN helicase unwinding, fluorescent forked duplex, kinetic; further: potency means the concentration at half of the fitted maximal effect; on the % scale 0 is the no-effect control and ±100 the full control effect; nearly all actives have a fitted effect of over 55% in size
Target sequence (Q14191 whole entry, looked up): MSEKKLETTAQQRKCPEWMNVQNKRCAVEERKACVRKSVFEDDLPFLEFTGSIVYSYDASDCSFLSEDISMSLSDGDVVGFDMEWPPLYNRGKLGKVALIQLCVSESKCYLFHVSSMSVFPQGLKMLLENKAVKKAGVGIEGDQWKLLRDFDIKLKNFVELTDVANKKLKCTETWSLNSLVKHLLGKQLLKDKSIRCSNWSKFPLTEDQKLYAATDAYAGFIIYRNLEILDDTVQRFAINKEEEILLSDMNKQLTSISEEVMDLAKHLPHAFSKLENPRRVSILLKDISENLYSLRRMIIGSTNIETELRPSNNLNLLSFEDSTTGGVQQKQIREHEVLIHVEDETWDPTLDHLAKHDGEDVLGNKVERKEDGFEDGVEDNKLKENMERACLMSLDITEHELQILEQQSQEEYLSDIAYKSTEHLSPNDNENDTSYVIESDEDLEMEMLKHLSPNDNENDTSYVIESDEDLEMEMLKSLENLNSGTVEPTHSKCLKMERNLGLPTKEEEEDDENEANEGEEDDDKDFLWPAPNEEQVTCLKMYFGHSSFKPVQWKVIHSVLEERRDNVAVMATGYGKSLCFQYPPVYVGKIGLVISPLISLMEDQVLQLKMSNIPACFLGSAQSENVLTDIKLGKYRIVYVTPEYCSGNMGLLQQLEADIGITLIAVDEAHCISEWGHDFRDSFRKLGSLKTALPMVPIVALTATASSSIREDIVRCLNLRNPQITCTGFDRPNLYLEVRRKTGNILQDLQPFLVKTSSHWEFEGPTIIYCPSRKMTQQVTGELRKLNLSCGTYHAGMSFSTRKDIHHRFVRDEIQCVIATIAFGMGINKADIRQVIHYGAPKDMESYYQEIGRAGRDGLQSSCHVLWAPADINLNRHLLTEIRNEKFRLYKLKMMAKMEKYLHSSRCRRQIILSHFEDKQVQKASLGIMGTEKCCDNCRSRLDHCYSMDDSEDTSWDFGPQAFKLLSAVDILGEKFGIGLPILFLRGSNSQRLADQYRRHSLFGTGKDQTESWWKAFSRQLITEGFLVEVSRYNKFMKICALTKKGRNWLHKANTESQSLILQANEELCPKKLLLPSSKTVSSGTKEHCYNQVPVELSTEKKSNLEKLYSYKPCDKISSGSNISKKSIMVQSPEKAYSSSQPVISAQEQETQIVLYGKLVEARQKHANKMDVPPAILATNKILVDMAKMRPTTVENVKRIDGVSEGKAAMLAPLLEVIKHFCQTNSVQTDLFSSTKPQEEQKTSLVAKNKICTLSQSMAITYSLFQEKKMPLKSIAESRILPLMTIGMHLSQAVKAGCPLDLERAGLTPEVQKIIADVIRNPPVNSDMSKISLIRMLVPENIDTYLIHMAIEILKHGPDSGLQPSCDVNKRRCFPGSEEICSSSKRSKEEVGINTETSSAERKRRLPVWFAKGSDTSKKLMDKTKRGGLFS
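Primary qHTS, 1536-well format. 20 nM WRN + compound, 15 min RT; start with 100 nM forked fluorophore/quencher duplex, 2 mM ATP (final); kinetic read ex 525/em 598 nm.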
IL-1B inflam inh: inhibitors of inflammasome signaling (IL-1 beta secretion); THP-1 LPS/ATP IL-1B secretion, AlphaLISA, 16 h; hits give low values; activity change, % at 57.5 µM; 360,000 tested, 4.7% active; AID 743279; in the data active means activity change below about -50%; inconclusive means mostly about -30% to -49%; further: on the % scale 0 is the no-effect control and ±100 the full control effect
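THP-1 cells pretreated 1 hr with compounds (up to 57.5 uM final), then stimulated with LPS (250 ng/mL final) plus ATP (1.25 mM final); secreted IL-1B measured by AlphaLISA after 16 hr, decreased signal indicating inhibition.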
The depositor's hits bear a star; ? = inconclusive; . = not tested or not shown; & = joins results of further samples; [ ] = another dose, or the depositor's remark. Unless noted, the call rests on the fitted dose curve; in most records, active means well fitted curve in the direction sought with a large enough effect; inconclusive means small, poorly fitted or top-dose-only effect, or another doubt; inactive means no such curve, though single readings can be large; an effect the other way counts as inactive or inconclusive. Rows are unselected (roughly 12% active in at least one column).

entry	molecule	HT1080-NT tox	KB-V1 cytotox	SW480 rerep	HT1080 IDH1KD tx	MCF10A rereplic	ATXN2 expr inh	KB-3-1 cytotox	WRN helicase inh	IL-1B inflam inh
1	CCCn1cc(S(=O)(=O)c2ccc(F)cc2)c(=O)c2cc(OCC)ccc21	-5%	?	-36%[inhibitor]	-11%	7%	-6%	0%	2%	-26
2	CN1CCN(C=Nc2nc3ccccc3nc2N2CCCC2)CC1	-16%	-27%	?	0%	?	-11%	30%	6%	-18
3	CC(=O)Nc1nonc1NC(=O)CSc1ncn[nH]1	9%	1%	-5%	5%	-1%	9%	-2%	1%	-7
4	Cc1c(Cl)cnc(NC(=O)COC(=O)c2cc3c(s2)CCC(C)C3)c1Cl (configuration not stated)	1%	6%	-12%	7%	0%	.	-1%	-6%	17
5	O=c1c2ccccc2nc(SCc2ccccc2Cl)n1Cc1ccccc1	-3%	-3%	-2%	-17%	15%	-6%	6%	-3%	12
6	COc1ccccc1C(=O)Nc1ccc2c(c1)nc(CN1CCCCC1)n2C	15%	-21%&2%	-6%	16%	4%	4%&-6%	-2%&5%	-5%	-16
7	COCCNC(=O)/C(C#N)=C/c1c(N2CC(C)OC(C)C2)nc2ccccn2c1=O (configuration not stated)	-3%	?	?	4%	2%	4%	1%	-18%	3
8	CC(Oc1ccc(Br)cc1)C(=O)N1CCN(c2ccccn2)CC1 (configuration not stated)	6%	.	-1%	2%	-1%	-9%	.	-9%	6
9	COc1ccc([N+](=O)[O-])cc1C1NN=C(c2cccc3ccccc23)S1 (configuration not stated)	2%	-29%	-2%	1%	15%	9%	16%	1%	32
10	COc1ccc(CCNC(=O)Cn2nc(C)c3c(C)n(-c4ccccc4)nc3c2=O)c(OC)c1	-6%	14%	-3%	-7%	2%	-8%	-1%	-13%	-22
11	CCP(=O)(c1cccc([N+](=O)[O-])c1)c1cccc([N+](=O)[O-])c1	17%	21%	-12%	19%	0%	-21%	19%	-7%	31
12	O=C(NCc1ccccc1F)C1CCCN(C(=O)Nc2ccc(F)cc2)C1 (configuration not stated)	?	-9%	-26%	?	-6%	-29%	-5%	3%[57.1 µM]	7
13	O=C(CNC(=O)c1ccco1)OCc1ccc(C(=O)Oc2ccccc2)cc1	7%	23%	?	3%	?	-3%	0%	-5%	12
14	CC(C)CCNC(=O)CNC(=S)N(Cc1ccccc1)Cc1cccnc1	3%	-15%	-3%	8%	25%	-4%	-1%	6%	2
15	CCOC(=O)CSc1nc(-c2ccccc2)nc2ccccc12	1%	12%	-5%	-3%	-72%[0.0737 µM]	8%	-3%	-14%	-3
16	CN1CCN(CCCNC(=O)CCc2nnc3n(Cc4ccccc4Cl)c(=O)c4ccccc4n23)CC1	-1%	12%	-12%	2%	15%	.	2%	5%	-13
17	O=C(c1cc(Br)c(Br)s1)N1CCN(C/C=C/c2ccccc2)CC1	-23%	-25%	5%	-9%	?	-9%	11%	-16%	-7
18	Cc1csc(=O)n1CCC(=O)OCC(=O)N(CC(C)C)c1c(N)n(Cc2ccccc2)c(=O)[nH]c1=O	-2%	12%	-21%	-4%	2%	10%	?	-30%	-14
19	CCC/C=C1/CCCOC(C(=O)NCCNCCO)(C(F)(F)F)C1 (configuration not stated)	5%	-6%	-1%	-1%	21%	-3%	3%	-8%	9
20	COc1ccc(CS(=O)(=O)CC2(O)CCN(C(=O)c3cccc(C(F)(F)F)c3)CC2)cc1	-4%	-28%	-7%	-3%	0%	-5%	-6%	-3%	19
21	CC(NC(=O)c1ccc(CS(=O)(=O)c2ccc(Cl)cc2)o1)c1ccc2c(c1)OCCO2 (configuration not stated)	4%	10µM*	-7%	-2%	?	-15%	0%	-1%	2
22	O=C1/C(=C/c2cccs2)SC(=S)N1c1cccc(O)c1	-12%	-2%	1%	-20%	?	19%	-8%	-2%	-3
23	O=C(CSc1nnc2ccccn12)NNC(=O)c1cccc(Cl)c1	-3%	0%	-7%	-4%	0%	-18%	1%	?	-10
24	COc1ccc(C(C)=O)cc1CC(=O)Nc1ccccc1-c1ccccc1	-12%	0%	-30%[inhibitor]	-2%	0%	-18%	-6%	-5%	21
25	Cc1cccc(C)c1NC(=O)C1(C)CN(S(C)(=O)=O)CC(=O)N1C1CC1 (configuration not stated)	-2%	-5%	.	7%	.	.	-6%	0%	40
26	CCc1ccc(OC2(C)CCN(CCOc3ccc(C)cc3)C2)cc1 (configuration not stated)	?	-11%	.	0%	.	-24%	0%	-3%	-10
27	O=C(COC(=O)CNC(=O)c1ccc(Cl)c([N+](=O)[O-])c1)NNC(=O)c1cccs1	3%	0%	-7%	14%	0%	8%	0%	-6%	17
28	O=C(O)CC(c1ccc(Cl)cc1)N1Cc2ccccc2C1=O (configuration not stated)	-11%	-8%	-6%	1%	0%	-12%	-3%	11%	25
29	O=C(CCc1ccccc1)NNC(=O)c1ccccc1F	-2%	-12%	-6%	5%	-1%	.	2%	7%	-13
30	CC(=O)c1cc(CN2CCN(CCc3ccccc3)C(CCO)C2)cs1 (configuration not stated)	0%	?	-2%	-6%	3%	-4%	1%	-8%	1

Sorted by count of non-hydrogen atoms (smallest number first): some entries from above.
entry	molecule	HT1080-NT tox	KB-V1 cytotox	SW480 rerep	HT1080 IDH1KD tx	MCF10A rereplic	ATXN2 expr inh	KB-3-1 cytotox	WRN helicase inh	IL-1B inflam inh
28	O=C(O)CC(c1ccc(Cl)cc1)N1Cc2ccccc2C1=O (configuration not stated)	-11%	-8%	-6%	1%	0%	-12%	-3%	11%	25
17	O=C(c1cc(Br)c(Br)s1)N1CCN(C/C=C/c2ccccc2)CC1	-23%	-25%	5%	-9%	?	-9%	11%	-16%	-7
30	CC(=O)c1cc(CN2CCN(CCc3ccccc3)C(CCO)C2)cs1 (configuration not stated)	0%	?	-2%	-6%	3%	-4%	1%	-8%	1
24	COc1ccc(C(C)=O)cc1CC(=O)Nc1ccccc1-c1ccccc1	-12%	0%	-30%[inhibitor]	-2%	0%	-18%	-6%	-5%	21
27	O=C(COC(=O)CNC(=O)c1ccc(Cl)c([N+](=O)[O-])c1)NNC(=O)c1cccs1	3%	0%	-7%	14%	0%	8%	0%	-6%	17
20	COc1ccc(CS(=O)(=O)CC2(O)CCN(C(=O)c3cccc(C(F)(F)F)c3)CC2)cc1	-4%	-28%	-7%	-3%	0%	-5%	-6%	-3%	19
18	Cc1csc(=O)n1CCC(=O)OCC(=O)N(CC(C)C)c1c(N)n(Cc2ccccc2)c(=O)[nH]c1=O	-2%	12%	-21%	-4%	2%	10%	?	-30%	-14

The listing continues:
entry	molecule	HT1080-NT tox	KB-V1 cytotox	SW480 rerep	HT1080 IDH1KD tx	MCF10A rereplic	ATXN2 expr inh	KB-3-1 cytotox	WRN helicase inh	IL-1B inflam inh
31	COc1ccc(CC(=O)N/N=C/c2cccs2)cc1OC	3%	-3%	2%	1%	15%	-5%	6%	3%	-4
32	COc1ccc([N+](=O)[O-])cc1-c1nc2ccccc2nc1-c1ccccc1	3%	0%	6%	-2%	7%	.	-37%	3%	-1
33	O=C(CSc1nc2ncccc2[nH]1)NCCc1ccccc1	5%	2%	-2%	8%	0%	-18%	24%	-6%	-10
34	O=C(CN1CCc2ccccc2C1)Nc1ccc(F)cc1	-1%	1%	-6%	4%	-6%	5%	0%	7%	0
35	O=C(O)C1CCCN(CCC=C(c2ccccc2)c2ccccc2)C1 (configuration not stated)	12%	10%	14%	1%	-5%	-3%&-1%	0%	1%	9
36	COC(=O)c1cc(C)nc(Sc2ccccc2N)n1	-7%	4%	-5%	-24%	-2%	10%	-2%	-8%	-2
37	Cc1ccc(/C(N)=N/OC(=O)C23CC4CC(CC(C4)C2)C3)cc1	16%	?	1%	6%	18µM*	47%[activator]	?	2%	4
38	O=C(O)c1ccc(COCC(F)(F)F)cc1	-1%	5%	-1%	-12%	-3%	-19%	2%	-10%	-10
39	Cc1cn(S(=O)(=O)c2ccccc2[N+](=O)[O-])cn1	1%	10%	-38%	-2%	-43%[inhibitor]	-27%	0%	-6%	-15
40	O=C1N[C@@H](Cc2cnc[nH]2)C(=O)N2CCC[C@@H]12	-12%	7%	8%	3%	1%	-6%	0%	0%	14
41	COCCNC(=O)C(c1ccc(C)o1)N(CCOC)C(=O)Cn1nnc2ccccc21 (configuration not stated)	7%	0%	4%	5%	1%	0%	6%	3%	-9
42	Cc1ccc(C)c(C(=O)N(C)CC(=O)Nc2ccccc2C(F)(F)F)c1	19%	8%	-12%	21%	-4%	-7%	1%	-1%	-7
43	Cc1cccc(C)c1NC(=O)CN(C)CC(=O)Nc1ccccc1Br	15%	-16%	-4%	5%	1%	-5%	1%	4%	-9
44	Cc1ccccc1C(=O)NC(=S)Nc1ncccn1	13%	5%	1%	13%	-10%	40%[activator]	-4%	4%	-2
45	Cn1c(SCC(=O)NCc2ccc3c(c2)OCO3)nnc1-c1cccs1	16%	1%	-2%	18%	1%	1%	13%	-5%	-15
